Wee1 degr inh: blocks degradation of human Wee1 kinase; P30291; HeLa Luc-Wee1K328M stability, luciferase luminescence; 100% = proteasome inhibitor MG132 effect; reporter increase, % at 5 µM; actives 1.2% (n = 220,000); AID 1321;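 active = activation above the mean of all tested compounds plus 3 SD, set per screening run, cut at about 8.8% in these data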;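 also: cells exposed to compound for 20 h before luminescence read; 0% = DMSO alone and 100% = MG132 at 30 µM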
RBBP9 inh: human RBBP9 hydrolase inhibition. O75884. recombinant RBBP9, FP-Rh probe fluorescence polarization. inhibition, % at 7.94 µM. actives 0.2% (n = 220,000). AID 1515;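 active = inhibition above the campaign mean of all tested compounds plus 3 SD, cut at about 14% in these data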;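 also: plate controls were DMSO wells with RBBP9 for no effect and wells lacking RBBP9 protein for full effect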
Target sequence (O75884 whole entry, looked up): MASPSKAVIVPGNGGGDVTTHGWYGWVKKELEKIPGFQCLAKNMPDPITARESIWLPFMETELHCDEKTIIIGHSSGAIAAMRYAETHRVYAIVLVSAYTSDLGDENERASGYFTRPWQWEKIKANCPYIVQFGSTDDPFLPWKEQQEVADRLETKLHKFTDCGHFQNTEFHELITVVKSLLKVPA
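Measured by: FP readout at 525/598 nm; material: recombinant human RBBP9; also added: Serine-hydrolase probe FP-Rh, 375 nM pre-mixing; medium: Tris buffer pH 8.0, NaCl, Pluronic; replication: one well per compound; doses: one concentration, 7.94 µM nominal, 0.794% DMSO; timing: preincubation 30 min plus labeling 45 min at 25 °C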
TRPML3 agonist: agonists of human TRPML3 channel; Q8TDD5; HEK293 TRPML3-YFP, Fluo-8 calcium fluorescence; 100% = the carbachol control signal; activation, % at 3 µM; actives 0.29% (n = 220,000); AID 1448;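 active = activation above its plate's cutoff, the mean activation of the plate's test wells plus 3 SD, cut at about 12% in these data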;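 also: 0% = DMSO only wells and 100% = carbachol wells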
Target sequence (Q8TDD5 whole entry, looked up): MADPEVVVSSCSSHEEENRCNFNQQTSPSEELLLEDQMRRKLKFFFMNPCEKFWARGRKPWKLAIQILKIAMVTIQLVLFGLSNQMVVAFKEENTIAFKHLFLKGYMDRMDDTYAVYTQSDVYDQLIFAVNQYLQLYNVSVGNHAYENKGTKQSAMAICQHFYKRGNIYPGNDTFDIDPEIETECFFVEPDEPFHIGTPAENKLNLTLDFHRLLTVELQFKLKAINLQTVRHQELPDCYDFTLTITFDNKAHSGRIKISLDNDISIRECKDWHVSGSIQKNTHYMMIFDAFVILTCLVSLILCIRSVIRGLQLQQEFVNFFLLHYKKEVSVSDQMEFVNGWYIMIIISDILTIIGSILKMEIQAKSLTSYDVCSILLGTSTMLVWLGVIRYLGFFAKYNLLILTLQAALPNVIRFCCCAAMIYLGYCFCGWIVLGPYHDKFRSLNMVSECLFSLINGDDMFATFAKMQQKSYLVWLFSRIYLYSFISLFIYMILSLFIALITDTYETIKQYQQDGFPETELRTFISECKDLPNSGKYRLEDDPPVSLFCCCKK
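system = HEK293 cells stably carrying human TRPML3-YFP | doses = one concentration, 3 µM nominal, 0.3% DMSO | timing = dye loading 1 h 37 °C then 30 min ambient, 125 s read | detection = Fluo-8 calcium dye fluorescence, ex 470-495, em 515-575 nm | benchmarks = high control carbachol 87 µM, low control DMSO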
TRPN1 ag: agonists of zebrafish TRPN1 channel; AID 1424; actives 0.18% (n = 220,000); HEK293 zebrafish TRPN1-YFP, Fluo-8 calcium fluorescence; 100% = response to 87 µM carbachol; activation, % at 3 µM;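 active = activation above its plate's cutoff, the mean activation of test wells on that plate plus 3 SD, cut at about 19% in these data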;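 also: 0% = DMSO alone and 100% = 87 µM carbachol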
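Assay system: Zebrafish TRPN1-YFP in HEK293 cells | Incubation: Dye loading 1 h at 37 °C, then 30 min room temperature | Measured by: Kinetic Fluo-8 fluorescence, ex 470-495, em 515-575 nm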
TNF death inh: blocks TNF-alpha induced death of Jurkat FADD-/- cells; Jurkat FADD-/- TNF necroptosis rescue, ATP luminescence, 24 h; 0 = TNF only, 100 = no-TNF cells; activation (protection from cell death), % at 10 µM; actives 0.068% (n = 220,000); AID 463075;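 active = activation, meaning protection from cell death, of at least 50% relative to plate controls; inactive = activation below 50%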;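 also: necroptosis triggered by 40 ng/mL TNF-alpha added together with compound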
PPC-1+TRAIL kill: PPC-1 cancer cell killing with TRAIL present; PPC-1 cells + TRAIL, ATPLite viability luminescence; cell killing (% activity), % at 4 µM; actives 0.41% (n = 220,000); AID 1443;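 active = cell killing above 50% in the first pass at 4 µM, then a duplicate retest at 5 µM averaging 50% or more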;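 also: plate controls were cells with TRAIL plus DMSO for no effect and medium-only wells lacking cells for full effect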
CHOP inh: inhibitors of CHOP induction in ER stress response; inhibition, % at 10 µM; CHO-K1 CHOP-promoter luciferase, tunicamycin-induced, 15-18 h; AID 2732; actives 3.8% (n = 220,000);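 active = compounds that reduced the stress-induced luciferase reporter signal by more than about 70% of percent inhibition, limit read from the data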;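 also: 0% = tunicamycin plus vehicle and 100% = wells without tunicamycin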
Ba/F3 V617F tox: reduce viability of Ba/F3 cells dependent on JAK2V617F; Ba/F3 EpoR-JAK2V617F viability, ATP luminescence; inhibition, % at 5.6 µM; actives 1.1% (n = 220,000);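 active = inhibition above the campaign mean plus 3 SD over all tested compounds, cut at about 24% in these data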;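 also: cytokine-independent growth of Ba/F3 cells driven by EpoR plus mutant JAK2; 0% = DMSO-treated cells and 100% = JAK inhibitor I control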
BaF3 parental: parental Ba/F3 viability inhibition as JAK2V617F counter-screen; CellTiter-Glo ATP luminescence; inhibition, % at 5.6 µM; actives 1.1% (n = 220,000);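 active = inhibition above a per-campaign cutoff, the mean inhibition of all tested compounds plus 3 SD, cut at about 27% in these data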;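 also: 0% = DMSO wells and 100% = JAK Inhibitor I control wells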
The depositor's hits bear a star; / = no result given; & = joins results of further samples. Outcome played no part in choosing rows; 6.8% or so of the library scored in one or more.

SMILES	Wee1 degr inh	RBBP9 inh	TRPML3 agonist	TRPN1 ag	TNF death inh	PPC-1+TRAIL kill	CHOP inh	Ba/F3 V617F tox	BaF3 parental
COc1ccc(OCCn2cnc(Cl)c2Cl)cc1	-2	-9	-0.6	-1.0	3.5	-7	16	0	-3
Cc1cc(C)cc(N2C(=O)CC(n3nc(C)cc3C)C2=O)c1 (centres undefined)	-1	1	0.2	-0.4	1.3	-15	2	-3	2
NNC(=O)C1CC1c1ccc(Cl)cc1 (centres undefined)	2	-9	0.1	-0.4	1.9	2	-23	-1	1
CCCCS(=O)Cc1ccccc1 (centres undefined)	-3	-10	0.9	-0.7	10.0	-18	-10	0	7
Cc1ccccc1OCCn1cc(C(=O)O)c2ccccc21	7	-15	-0.1	1.5	0.8	9	1	2	8
Nc1nnnn1/N=C/c1ccc(N2CCCCC2)c([N+](=O)[O-])c1	0	-1	0.2	-1.8	1.1	30	14	1	5
Cc1ccc(NC(=O)c2sccc2-n2cccc2)c(C)c1	-2	-1	-1.1	-1.7	1.4	11	50	-3	2
Cc1ccc(SCC(=O)Nc2cccc(NC(=O)c3ccco3)c2)cc1	-1	-14	-0.4	-0.8	-0.6	6	10	-3	1
CCN(C(=O)c1cccs1)c1nc(-c2ccc(OC)cc2)cs1	0	-11	0.2	1.1	1.0	16	-24	4	9
COc1ccc(-c2cn3cc(C(=O)NN)ccc3n2)cc1	4	-12	0.3	0.5	1.7	39	-25	0	6
CCNC(=S)Nc1cc(Cl)ccc1Oc1ccccc1	-1	5	-0.1	-1.9	-6.3	16	15	1	11
COc1cc(OC)cc(C(=O)NC(=S)Nc2cc3oc4ccccc4c3cc2OC)c1	-4	-5	1.0	0.0	0.9	30	53	1	7
Cc1cc(C)n(C(=O)c2ccc([N+](=O)[O-])c(Cl)c2)n1	1	-6	0.1	-1.0	0.2	19	35	-7	2
Cc1cc(NC(=O)CCN2C(=O)C3C4C=CC(C4)C3C2=O)ccc1Br (centres undefined)	-3	-6	3.0	4.1	1.3	10	7	3	6
OC1C[N+]2(CCCCC2)C1	-1	-4	1.3	-0.3	-1.2	7	2	2	9

A different layout for some results above:
smiles | Wee1 degr inh | RBBP9 inh | TRPML3 agonist | TRPN1 ag | TNF death inh | PPC-1+TRAIL kill | CHOP inh | Ba/F3 V617F tox | BaF3 parental
COc1cc(OC)cc(C(=O)NC(=S)Nc2cc3oc4ccccc4c3cc2OC)c1 | -4 | -5 | 1.0 | 0.0 | 0.9 | 30 | 53 | 1 | 7
Cc1cc(C)n(C(=O)c2ccc([N+](=O)[O-])c(Cl)c2)n1 | 1 | -6 | 0.1 | -1.0 | 0.2 | 19 | 35 | -7 | 2

The listing continues.
SMILES	Wee1 degr inh	RBBP9 inh	TRPML3 agonist	TRPN1 ag	TNF death inh	PPC-1+TRAIL kill	CHOP inh	Ba/F3 V617F tox	BaF3 parental
CCCC1S/C(=N/N=C/c2ccc(OC)cc2)N(Cc2ccccc2)C1=O (centres undefined)	1	-2	1.2	0.1	1.3	15	35	1	4
Cc1cc(C)cc(N(CC(=O)NC2CCCC2)C(=O)C2(C)CC(=O)N=C3C=CC=CN32)c1 (centres undefined)	11*	-10	0.7	-0.7	-0.3	5	-3	-4	2
NC1=NC(=O)/C(=C/c2cn(CCC(=O)O)nc2-c2ccc(Cl)cc2)S1	-1	-3	1.2	-0.2	0.3	-6	-6	1	6
O=C(NC12CC3CC(CC(C3)C1)C2)c1cccnc1	3	-4	1.1	1.8	-4.3	-6	-7	0	6
CC/C(=N/NC(=O)CNc1ccc(Cl)cc1C)c1ccccc1	2	-8	0.7	-0.4	0.9	16	70*	-2	-3
CC1CC(C)CN(CCCn2c(=S)[nH]c3ccccc3c2=O)C1 (centres undefined)	2	-3	0.1	-0.3	3.2	-2	16	0	5
CCC12CN3CCN(CC(C3)/C1=N\NC(=O)c1ccc(F)cc1)C2	0	-13	0.5	0.9	0.8	/	12	-1	6
COc1ccc(CC(=O)Nc2cc(=O)n(C)c(=O)n2C)cc1OC	-3	-6	1.4	1.6	0.3	9	23	-2	7
CCOc1ccc(C2C(C(=O)c3ccco3)=C(O)C(=O)N2Cc2cccnc2)cc1OC (centres undefined)	2	-5	0.1	-0.6	-1.5	24	-20	0	2
CN(CCCNC(=O)Cn1cc2c(n1)CCCC2)C1CCCCC1	-2	-8	0.8	1.4	1.5	-9	21	-1	5
CCc1ccc(-c2csc(NC(=O)c3cccnc3)n2)cc1	-1	-1	2.2	8.1	-3.7	3	68	4	9
O=[N+]([O-])c1cc2c(cc1/C=N/NS(=O)(=O)c1ccc(Br)cc1)OCO2	1	-9	0.0	-1.2	-1.1	6	9	3	4
Cc1ccc(NC(=O)CSCc2n[nH]c(=O)[nH]2)c(Br)c1	-1	-5	0.6	0.8	-0.5	-14	-4	3	7
Cc1cccc(NC(=S)N(CCN2CCOCC2)Cc2cc3cc4c(cc3[nH]c2=O)OCCO4)c1	-1	-7	0.0	-0.1	0.2	5	15	3	12
CNC(=O)COC(=O)c1c2c(nc3ccccc13)CCC2	-1	0	0.9	0.0	2.7	12	5	-4	7
O=c1cc(CO)oc(C(Nc2ccccn2)c2ccccc2F)c1O (centres undefined)	0	-3	0.3	1.0	-0.2	/	/	-1	4
Cc1nnc(Cl)c2nn(-c3ccccc3)c(C)c12	3	6	0.7	-0.3	0.7	17	23	2	4
C[n+]1c2n(c3ccccc31)N=C(c1ccccc1)CS2	2&3	-1&5	-0.2&0.1	-0.8&1.4	-3.0&-12	18&10	3&20	91*	68*
O=C1CC(c2ccccc2F)C2=C(COC2=O)N1 (centres undefined)	3	-2	0.0	1.0	-1.4	-10	-12	2	0
COc1cc(O)oc1C=Nc1ccc(C(=O)O)cc1	-3	-2	-0.5	2.1	-2.9	11	36	12	10
COc1ccc(CNC(=O)CCSCc2ccccc2Cl)c(OC)c1	0	-4	-0.4	-2.6	1.7	11	24	-3	2
Cc1cc(C)c(Cn2cnc(-c3ccc([N+](=O)[O-])cc3)c2)c(C)c1	-1	-8	0.0	-0.6	1.8	10	76*	6	2
CC(=O)c1cc(NC(=O)c2ccccc2)c(=O)oc1C	0	-3	0.9	1.1	-1.4	14	15	2	5
O=C(O)CCC(=O)c1ccc2c(c1)OCCCO2	0	-7	0.5	-0.1	-3.0	6	-23	-2	1
COC(=O)N/N=C/c1ccc(-c2ccc(Cl)cc2Cl)o1	5	-5	-0.9	-1.8	2.7	-5	56	-1	-5
O=C(O)CCCn1cc(NC(=O)COc2ccc([N+](=O)[O-])cc2)cn1	0	-5	1.3	-0.7	0.8	-1	24	-2	2
O=C(O)C(Cc1ccccc1)N1C(=O)/C(=C/c2cccnc2)SC1=S (centres undefined)	-1	3	0.0	-0.4	1.8	3	14	-4	-2
OCCC1CN(Cc2cnn(-c3ccc(F)cc3)c2)CCN1Cc1ccsc1 (centres undefined)	4	0	1.2	1.3	-0.4	22	-8	1	9
COc1ccccc1-c1ccc(Nc2cccc(C(F)(F)F)c2)nn1	1	2	1.6	-0.9	2.0	22	-18	-2	2
CCOCCCNC(=S)N1CCC(NC(=O)c2ccco2)CC1	-1	-6	0.2	0.7	1.4	16	-9	-4	1

Continued; it opens with the four that closed the last part.
SMILES	Wee1 degr inh	RBBP9 inh	TRPML3 agonist	TRPN1 ag	TNF death inh	PPC-1+TRAIL kill	CHOP inh	Ba/F3 V617F tox	BaF3 parental
O=C(O)C(Cc1ccccc1)N1C(=O)/C(=C/c2cccnc2)SC1=S (centres undefined)	-1	3	0.0	-0.4	1.8	3	14	-4	-2
OCCC1CN(Cc2cnn(-c3ccc(F)cc3)c2)CCN1Cc1ccsc1 (centres undefined)	4	0	1.2	1.3	-0.4	22	-8	1	9
COc1ccccc1-c1ccc(Nc2cccc(C(F)(F)F)c2)nn1	1	2	1.6	-0.9	2.0	22	-18	-2	2
CCOCCCNC(=S)N1CCC(NC(=O)c2ccco2)CC1	-1	-6	0.2	0.7	1.4	16	-9	-4	1
O=C(NCc1ccco1)C(=O)NCC1OCCCN1S(=O)(=O)c1ccc(Cl)cc1 (centres undefined)	-3	-8	1.3	-0.1	0.3	1	30	-1	5
Cc1nc(SCC(=O)NCC(F)(F)F)c2c(-c3cccs3)csc2n1	-2	-1	-0.9	-1.9	1.8	9	20	-1	7
COC(=O)N/N=C(\C)c1ccc(OC(F)F)cc1	-3	-3	0.1	-1.0	-0.3	14	-20	1	0
O=C(NCCc1ccccc1)C(=O)c1c(-c2ccccc2)cc2ccccn12	3	-6	-0.5	-1.3	1.4	7	18	-4	3
CCOC(=O)c1c(NC(=O)CCCN2CCOCC2)sc2c1CC(C)(C)OC2	-5	-1	0.5	-0.1	-0.6	-10	13	-5	-1
CCN1CCN(C(=S)Nc2ccc([N+](=O)[O-])cc2)CC1	-1	-12	0.2	-0.5	-2.3	-3	-16	0	9
CCOc1ccc(C(=O)N2CCc3cc(OC)c(OC)cc3C2)cc1OCC	2	-9	0.1	0.2	0.1	-22	26	-1	3
CCOC(=O)/C(N=O)=C(\O)C1CCN(C(=O)OCC)CC1	-1	-3	0.7	1.1	-1.8	6	24	-4	-2
Cc1nc(SCC(=O)c2ccc(Cl)cc2)c([N+](=O)[O-])[nH]1	0	0	-0.9	-0.5	-2.2	8	-10	-3	0
Fc1ccc2nc(N3CCOCC3)sc2c1	-1	-4	0.9	-0.1	1.0	-3	18	-2	-2

CHOP inh, entries above that show a hit
Structure	Wee1 degr inh	RBBP9 inh	TRPML3 agonist	CHOP inh
CC/C(=N/NC(=O)CNc1ccc(Cl)cc1C)c1ccccc1	2	-8	0.7	70*
Cc1cc(C)c(Cn2cnc(-c3ccc([N+](=O)[O-])cc3)c2)c(C)c1	-1	-8	0.0	76*

Results in PPC-1+TRAIL kill, Ba/F3 V617F tox and CHOP inh, for some of the entries so far:
SMILES | PPC-1+TRAIL kill | Ba/F3 V617F tox | CHOP inh
CCC12CN3CCN(CC(C3)/C1=N\NC(=O)c1ccc(F)cc1)C2 | / | -1 | 12
COc1ccc(CC(=O)Nc2cc(=O)n(C)c(=O)n2C)cc1OC | 9 | -2 | 23
CCOc1ccc(C2C(C(=O)c3ccco3)=C(O)C(=O)N2Cc2cccnc2)cc1OC (centres undefined) | 24 | 0 | -20
CN(CCCNC(=O)Cn1cc2c(n1)CCCC2)C1CCCCC1 | -9 | -1 | 21
CCc1ccc(-c2csc(NC(=O)c3cccnc3)n2)cc1 | 3 | 4 | 68

Compound activity: PubChem BioAssay, several laboratories
